Screens (PubChem)
PhoP GFP inhibition: Inhibition of PhoP regulon, Salmonella typhi GFP reporter cells, confirmation, 4 h (AID 1850); 0.33% of 310,000 active; one-dose inhibition, % at 50 µM; IC50 in µM for titrated hits; Salmonella Typhi PhoP-promoter GFP reporter, fluorescence, 4 h; higher % means a stronger effect; in the data active = a potency from the dose series; inconclusive = inhibition mostly from about 25% at the one dose, without a potency; inactive = the rest, 99 in 100 with inhibition below about 19%;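 also: 0% = induced wells with vehicle and 100% = uninduced wells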
inhibitors of VEEV: inhibitors of VEEV TC-83 cytopathic effect, confirmation, Vero cells (AID 588727). one-dose inhibition, % at 20 µM; IC50 in µM for titrated hits. 0.13% of 350,000 active. Vero cells, VEEV TC-83 cytopathic effect inhibition; higher % means a stronger effect; in the data active = a potency from the dose series; inconclusive = inhibition mostly from about 14% at the one dose, without a potency; inactive = the rest, 99 in 100 with inhibition below about 12%; also: strong numbers were not always called active
H37Rv inhibition: M. tuberculosis growth inhibition, HTS (AID 449762); M. tuberculosis H37Rv growth inhibition, 7H9 media; higher % means a stronger effect; 0.59% of 330,000 active; one-dose inhibition, % at 25 µM; IC50 in µM for titrated hits; in the data active = a potency from the dose series; inconclusive = inhibition above about 70% without an active follow-up result;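 also: bacterial growth assessed after seven days of incubation; strong numbers were not always called active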
H1N1 NS1A inhibition: H1N1 influenza NS1A inhibitors, functional cell based assay (AID 504329); NS1A functional cell-based assay, percent inhibition; higher % means a stronger effect; one-dose inhibition, % at 12.5 µM; IC50 in µM for titrated hits; 0.3% of 340,000 active; in the data active = a potency from the dose series; inconclusive = inhibition above about 27% without an active follow-up result; also: strong numbers were not always called active
tuberculosis growth: growth inhibition of non-replicating M. tuberculosis (AID 488890); 0.39% of 320,000 active; Mycobacterium tuberculosis non-replicating, growth inhibition; higher % means a stronger effect; one-dose inhibition, % at 25 µM; IC50 in µM for titrated hits; in the data active = a potency from the dose series; inconclusive = inhibition mostly from about 82% at the one dose, without a potency; inactive = the rest, 99 in 100 with inhibition below about 76%;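 also: plate controls were DMSO cells for no effect and high antibiotic wells for full effect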
inhibitors of VEEV 10K pilot screen: also measured in inhibitors of VEEV; calls as there; inhibition, %; measured here: 10K pilot screen inhibition
* = called active by the depositor; i = inactive; ? = inconclusive; nt = no result given.

SMILES | PhoP GFP inhibition | inhibitors of VEEV | H37Rv inhibition | H1N1 NS1A inhibition | tuberculosis growth | others
COc1ccc(CCC(=O)NCCc2ccc(OC)c(OC)c2)cc1 | -5% | i | 0% | -7% | 3%
CCOC(=O)Cn1nc(C)c(NC(=O)COc2ccc([N+](=O)[O-])c(C)c2)c1C | 16% | i | -12% | -12% | -17%
COCCNC(=O)C1CC(c2cccc(OC)c2)=NO1 (stereo not drawn) | 4% | i | nt | -1% | nt
CCN1CCN(CCCNC(=O)c2cc3c(s2)-c2ccccc2OC3)CC1 | 1% | 26% | 10% | -5% | -6%
Cc1ccc(NC(=O)c2ccc(OC(=O)COc3ccc(Cl)c(C)c3)cc2)cc1 | -1% | 1.1% | -3% | 4% | ?
COc1ccc2cc(C#N)c(N3CCN(Cc4nnnn4CCC(C)C)CC3)nc2c1 | 12% | 3.0% | 3% | 11% | 21% | inhibitors of VEEV 10K pilot screen=5.6
CC(C)OC(=O)CSc1nc2ccccc2s1 | 3% | 0.2% | 12µM* | 4% | ?
CC1(C)C(=O)Nc2ccccc2N1C(=O)COc1cc(Cl)ccc1Cl | nt | 7.8% | -10% | -6% | 48%
CC1OC(OC2C=C3CCC4C(CCC5(C)C(c6ccc(=O)oc6)CCC45O)C3(C)CC2)C(O)C(OC2OC(CO)C(O)C(O)C2O)C1O (stereo not drawn) | nt | ? | nt | 9% | nt
CCN(C(=O)CSc1nnc(-c2cccs2)o1)C1CCS(=O)(=O)C1 (stereo not drawn) | 8% | 0.0% | 8% | -4% | -4%
CCCC(C)C(=O)Nc1nc(C)c(-c2csc(Nc3cc(Cl)ccc3C)n2)s1 (stereo not drawn) | -13% | 3.5% | -7% | 12% | 38% | inhibitors of VEEV 10K pilot screen=4.3
CCOC(=O)c1c(NC(=O)CSc2nnc(CNc3ccc(OC)cc3)n2C)sc(C)c1C | -1% | 6.0% | 1% | 16% | 56%
Cc1nc([N+](=O)[O-])cn1CC(=O)Nc1ccc([N+](=O)[O-])cc1 | 1% | i | -8% | -7% | -14%
Cc1ccc(COC(=O)CN2C(=O)NC3(CCCCC3C)C2=O)cc1 (stereo not drawn) | nt | 2.3% | nt | -1% | nt
Cn1cc(/C=C/C(=O)N2CCCC(C(=O)c3ccc(C(F)(F)F)cc3)C2)cn1 (stereo not drawn) | -10% | i | 1% | 1% | -4% | inhibitors of VEEV 10K pilot screen=1.3
COc1ccc2c(c1)O[C@@]1(CCCC[C@@H]1C)CC2=O | 12% | 0.5% | 8% | -6% | 9%
CC1(C)OC(=O)C(=Cc2ccc(-c3ccc(Cl)c(C(=O)O)c3)o2)C(=O)O1 | -9% | 0.2% | -3% | -2% | 1%
COc1cc2c(cc1CN1CCN(C(=O)c3cc(OC)c(OC)c(OC)c3)CC1)OCO2 | 3% | 1.7% | -1% | 19% | -11%
COc1ccc(Cl)cc1NC(=S)NNC(=O)c1cccnc1 | 11% | 3.4% | 2% | -9% | 10%
COC(=O)[C@]1(C)N[C@H](CN(C)C(=O)Nc2ccccc2)[C@@H]2C(=O)N(Cc3ccccc3)C(=O)[C@@H]21 | nt | i | 3% | -3% | 3%
C=CCn1c(C)cc(/C([O-])=C(/C(=S)Nc2ccc(OC(F)F)cc2)[n+]2ccc(N(C)C)cc2)c1C | 15% | 0.4% | 11% | -4% | 49%
CN1CCN(C(=O)/C(=C/c2cccs2)NC(=O)c2cccs2)CC1 | 8% | 1.3% | -2% | -11% | 9%
CC(=O)NNc1ncnc2ccccc12 | -4% | 2.6% | -5% | 3% | -7%
O=C(Nc1ccccc1OC(F)F)c1ccc(F)cc1 | -1% | i | 1% | 8% | 35%
CN1CCN(c2ccc(C(F)(F)F)cc2NC(=O)Nc2ccccc2)CC1 | 8% | 3.3% | ? | -2% | ?
More records follow.
SMILES | PhoP GFP inhibition | inhibitors of VEEV | H37Rv inhibition | H1N1 NS1A inhibition | tuberculosis growth | others
O=C(CSCc1ccccc1)Nc1ccc2c(c1)C(=O)NC2=O | 7% | 1.9% | 68% | -21% | 16%
CCCn1c2ccccc2c2cnn(CC(=O)NCCN(CC)CC)c(=O)c21 | -5% | i | 3% | -15% | 24%
Cc1ccc(C(=O)Nc2ncc(C)s2)o1 | -5% | 2.3% | -10% | -5% | 11%
O=C(NC1CCCCC1)C(c1cccnc1)N(C(=O)CCl)c1ccccc1Cl (stereo not drawn) | 1% | ? | -1% | 1% | 65%
CCOc1ccc(CN2CCN(CCCc3ccccc3)CC2CCO)cc1 (stereo not drawn) | -5% | i | 1% | 4% | 13%
COc1ccc(C(=O)O/N=C(\N)Cc2ccc([N+](=O)[O-])cc2)c(OC)c1 | -8% | 9.2% | 9% | 6% | 15%
Cc1ccc(CCNC(=O)C2CCN(S(=O)(=O)c3cccc4nonc34)CC2)cc1 | -4% | i | 0% | -19% | 3%
CC1=C(C(=O)OCC2CCCO2)C(c2ccccc2)NC(=O)N1 (stereo not drawn) | -5% | 0.6% | 12% | -4% | -12%
COc1ccc(CCn2c(O)c(C=NCCCO)c(=O)[nH]c2=O)cc1OC | -4% | 5.9% | -12% | -9% | -1%
COC(=O)C1C(c2ccccc2)NC(=O)NC1(O)C(F)(F)Cl (stereo not drawn) | 4% | 0.8% | 4% | 2% | -6%
O=c1cc(CNCCCO)c2ccccc2[nH]1 | 12% | 0.6% | -8% | 6% | -6%
O=C(OCc1nnc(-c2ccccc2)o1)c1cc(S(=O)(=O)N2CCOCC2)c(Cl)cc1Cl | 7% | 0.6% | 0% | 18% | -13%
CNC(=O)CSc1nnc(C2CC2)n1-c1ccccc1 | -6% | i | 3% | 1% | -2%
Cc1noc(C)c1COc1ccc(C(=O)NCCc2ccccn2)cc1 | -2% | 0.4% | -8% | -4% | 3%
C=CCN1C(=O)c2ccc(C(=O)N3CCN(S(=O)(=O)c4cccc(F)c4)CC3)cc2C1=O | -2% | 2.9% | 0% | 3% | -8%
O=P(O)(O)COc1ccccc1P(=O)(c1ccccc1)c1ccccc1 | 4% | i | -5% | 0% | nt
COc1ccc(-c2nnc(NC(=O)C3=COCCO3)o2)cc1 | 7% | 1.3% | ? | 1% | i
COc1cccc(NC(=O)c2ccc3c(c2)CCCC3)c1 | -23% | 2.7% | 10% | -7% | 49%
Cc1c(C(=O)Nc2cccc(Cl)c2)c2ccccn2c1CCc1ccncc1 | nt | 2.6% | nt | -1% | nt
Cc1cc(N2CCN(C(c3ccccc3)c3ccccc3)CC2)n2ncnc2n1 | 8% | 4.9% | -9% | -4% | 24%
O/N=C(/CCc1ccccc1)c1ccc2c(c1)OCCO2 | 4% | 8.0% | 3% | 4% | 19%
C[C@]12CC[C@H](O)CC1=CCC1C2CC[C@@]2(C)C1CC[C@@H]2NC(=O)[C@@H](N)Cc1cnc[nH]1 (stereo partly drawn) | nt | 1.1% | nt | -2% | nt
Cc1cccc(NC(=O)c2cccc(NC(=O)c3ccco3)c2)c1 | nt | 7.3% | nt | 3% | nt
Cc1cc(C)c2nc3sc(C(=O)N4CCOCC4)c(N)c3cc2c1 | -6% | 8.9% | 4% | 11% | 26%
CCN(CC)S(=O)(=O)c1cc(NC(=O)COC(=O)CCC(=O)c2cccs2)ccc1C | 2% | 0.1% | -4% | 4% | -10%

Pulled by structure from above, seven records:
SMILES | PhoP GFP inhibition | inhibitors of VEEV | H37Rv inhibition | H1N1 NS1A inhibition | tuberculosis growth | others
O=C(Nc1ccccc1OC(F)F)c1ccc(F)cc1 | -1% | i | 1% | 8% | 35%
CC(=O)NNc1ncnc2ccccc12 | -4% | 2.6% | -5% | 3% | -7%
CN1CCN(c2ccc(C(F)(F)F)cc2NC(=O)Nc2ccccc2)CC1 | 8% | 3.3% | ? | -2% | ?
Cc1ccc(CCNC(=O)C2CCN(S(=O)(=O)c3cccc4nonc34)CC2)cc1 | -4% | i | 0% | -19% | 3%
O=C(NC1CCCCC1)C(c1cccnc1)N(C(=O)CCl)c1ccccc1Cl (stereo not drawn) | 1% | ? | -1% | 1% | 65%
Cc1cc(C)c2nc3sc(C(=O)N4CCOCC4)c(N)c3cc2c1 | -6% | 8.9% | 4% | 11% | 26%
Cc1c(C(=O)Nc2cccc(Cl)c2)c2ccccn2c1CCc1ccncc1 | nt | 2.6% | nt | -1% | nt

The results go on:
SMILES | PhoP GFP inhibition | inhibitors of VEEV | H37Rv inhibition | H1N1 NS1A inhibition | tuberculosis growth | others
CCOc1cccc(/C(O)=C2/C(=O)C(=O)N(CCOC)C2c2ccco2)c1 (stereo not drawn) | 0% | 1.2% | 1% | 0% | 10%
O=C(NCC1CCCO1)c1cccc(NC(=O)c2ccco2)c1 (stereo not drawn) | -2% | 1.5% | -2% | -2% | -15%
CCCCNc1nc(-c2ccccc2)cc(C(F)(F)F)c1C(N)=O | -4% | 0.1% | ? | -8% | -4%
Cn1cc(CCCC(=O)NCc2ccccc2)c2ccccc21 | -3% | 7.1% | 5% | 2% | 12%
Cc1cc(C)cc(NC(=O)C2CCN(S(=O)(=O)c3c(C)n[nH]c3C)CC2)c1 | 6% | 2.1% | -2% | -5% | -1%
O=C(N/N=C/c1ccc([N+](=O)[O-])cc1)c1ccccc1OCc1ccccc1 | -7% | 0.7% | 10% | 40% | 0%
CC(=O)Cc1nsc(NC(=O)c2oc(-c3ccccc3Cl)cc2C)n1 | 8% | 0.3% | 2% | -7% | -14%
O=C(NCCCCNC(=O)c1cccs1)c1cccs1 | 1% | i | 0% | 13% | 0%
CCC(C)Nc1nc2ccccc2n2c(C)nnc12 (stereo not drawn) | -8% | 0.3% | 8% | 22% | -5%
COc1ccc(C2C(C(C)=O)=C(O)C(=O)N2c2nccs2)c(OC)c1 (stereo not drawn) | -5% | 0.8% | 5% | -8% | 0%
COc1ccc(-c2csc(N3CCC(C(N)=O)CC3)n2)cc1 | nt | 2.5% | 9% | -9% | 67%
NC(=O)COC(=O)CC12CC3CC(CC(C3)C1)C2 | -5% | 0.9% | -7% | -14% | 72%
COc1ccc(NC2=NCC(=O)N2Cc2cccs2)cc1 | -8% | 0.6% | -5% | -11% | 3%
COc1ccc(-c2cc(C(=O)NCC(c3ccccc3)N(C)C)c3ccccc3n2)cc1OC (stereo not drawn) | -9% | 7.9% | 11% | 18% | 17%
COc1cc(/C=N/OCC(=O)Nc2ccc(OC(F)F)cc2)ccc1OCc1ccccc1 | -4% | 1.9% | -1% | -8% | 40%
CCOC(=O)Cc1ccc(NC(=O)c2ccccc2Br)cc1 | -5% | 2.0% | -8% | -4% | 13%
CCN(C(C)=O)c1cccc2ccccc12 | -15% | 1.4% | 10% | -2% | 4%
COc1ccc(S(=O)(=O)N(C)C)cc1NC(=O)[C@H](Cc1ccccc1)N1C(=O)c2ccccc2C1=O | -11% | 7.6% | -3% | -2% | 0%
O=CC1=C(N2CCOCC2)/C(=C\c2ccccc2)CC1 | 13% | 2.2% | -3% | -10% | 22%
Oc1ccc(Br)cc1C1Nc2ccccc2S1 (stereo not drawn) | 10% | 1.7% | 10% | -20% | 6%
COc1cc(C(=O)OCc2ccccc2C#N)ccc1OCC(=O)N1CCOCC1 | nt | 1.6% | 7% | -11% | 6%
O=C(NC1CCCCC1)c1ccc(-c2ccccc2)cc1 | 16% | 0.6% | -6% | 7% | -1%
Cc1ccc(C2(C)NC(=O)N(CC(=O)Nc3ccc(N4CCOCC4)cc3N3CCOCC3)C2=O)cc1 (stereo not drawn) | 8% | 1.3% | 2% | -4% | 5%
CCOC(=O)c1[nH]ncc1CN1CCC(Cc2cccc(OC)c2)(C(=O)OCC)CC1 | 9% | 0.6% | -2% | -24% | 2%
CCCN(CC(=O)Nc1ccccc1OC)C(=O)CSc1nc(C)cc(C)n1 | 10% | 3.4% | -8% | -1% | -13%
Next section:
SMILES | PhoP GFP inhibition | inhibitors of VEEV | H37Rv inhibition | H1N1 NS1A inhibition | tuberculosis growth | others
CCOc1cccc(C2C(C(=O)c3ccc(C)o3)=C(O)C(=O)N2CCCn2ccnc2)c1 (stereo not drawn) | 13% | 1.6% | 2% | 0% | -2%
CC1CCc2nc(NCCO)nc(C(F)(F)F)c2C1 (stereo not drawn) | 0% | i | -2% | 0% | -13%
Cn1c(SCC(=O)N2CCc3ccccc32)nnc1C1CC1 | 0% | 2.2% | -9% | -2% | -7% | inhibitors of VEEV 10K pilot screen=0.3
Cc1ccc(C(=O)N2CCN(c3ccc(Cl)cc3)CC2)cc1 | -2% | i | -2% | 15% | 63%
O=C(COC(=O)C1CCC(=O)N1)Nc1ccc(Br)cc1 (stereo not drawn) | -6% | 0.1% | -5% | -1% | 10%
CCOC(=O)C1=CN(Cc2cccc(F)c2)S(=O)(=O)N(CC)C1c1cccc(OC)c1 (stereo not drawn) | nt | 1.5% | nt | -4% | nt

Rows were taken by chance (roughly 1.6% active in at least one column).
